M1 agonist = agonists of M1 muscarinic receptor. CHO-M1 cells, Fluo-4 calcium fluorescence, agonist mode; stronger effect = higher value. AID 626. hit rate 3% among 64,000. B-score at 10 µM;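 active = fluorescence rise, raw or as B-score row- and column-corrected plate score, outside the 99.7% band of its plate's samples, either direction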
Ec RNAP inh = Escherichia coli RNA polymerase inhibition. P0A8V2. E. coli RNA polymerase, fluorescence transcription assay. inhibition, %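 (tested at 10 µM)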. hit rate 0.2% among 62,000; in the data active = inhibition above about 20%;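 note: 0% = enzyme without compound and 100% = no enzyme blank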
Autofluor 339 = intrinsic fluorescence of library compounds, ex339/em460 – biochemical, MLSMR library, data from DPM-DC assay, artefact control, profiling panel. compound autofluorescence, ex339/em460 nm, NADH buffer; stronger effect = higher value; 1 = no-compound wells, NADH background. fluorescence fold increase at 10 µM. hit rate 5.5% among 65,000. AID 709;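 active = at 10 µM, mean starting fluorescence two-fold or more over control wells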;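 note: signal is the first read of a kinetic run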
Hsp90 block = displaces geldanamycin probe from tumor Hsp90; P07900; inhibition, % at 30 µM; AID 429; NCI-N417 lysate Hsp90, Cy3B-geldanamycin FP displacement; hit rate 0.35% among 64,000;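 active = inhibition above 50%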;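 note: 0% = tracer plus lysate wells and 100% = tracer alone without lysate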
Her2 expr inh = Her2 kinase expression inhibition | SKBR-3 HER2 protein level, AlphaScreen, 18-24 h; stronger effect = lower value | HER2 level % of control, % at 10 µM | hit rate 0.69% among 65,000;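 active = HER2 level under 5% of the carrier-only control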;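 note: 100% = DMSO carrier and 0% = 500 nM PU-H71 HSP90 inhibitor; lower value means stronger loss of Her2 protein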
Target sequence (P04626 whole entry, looked up): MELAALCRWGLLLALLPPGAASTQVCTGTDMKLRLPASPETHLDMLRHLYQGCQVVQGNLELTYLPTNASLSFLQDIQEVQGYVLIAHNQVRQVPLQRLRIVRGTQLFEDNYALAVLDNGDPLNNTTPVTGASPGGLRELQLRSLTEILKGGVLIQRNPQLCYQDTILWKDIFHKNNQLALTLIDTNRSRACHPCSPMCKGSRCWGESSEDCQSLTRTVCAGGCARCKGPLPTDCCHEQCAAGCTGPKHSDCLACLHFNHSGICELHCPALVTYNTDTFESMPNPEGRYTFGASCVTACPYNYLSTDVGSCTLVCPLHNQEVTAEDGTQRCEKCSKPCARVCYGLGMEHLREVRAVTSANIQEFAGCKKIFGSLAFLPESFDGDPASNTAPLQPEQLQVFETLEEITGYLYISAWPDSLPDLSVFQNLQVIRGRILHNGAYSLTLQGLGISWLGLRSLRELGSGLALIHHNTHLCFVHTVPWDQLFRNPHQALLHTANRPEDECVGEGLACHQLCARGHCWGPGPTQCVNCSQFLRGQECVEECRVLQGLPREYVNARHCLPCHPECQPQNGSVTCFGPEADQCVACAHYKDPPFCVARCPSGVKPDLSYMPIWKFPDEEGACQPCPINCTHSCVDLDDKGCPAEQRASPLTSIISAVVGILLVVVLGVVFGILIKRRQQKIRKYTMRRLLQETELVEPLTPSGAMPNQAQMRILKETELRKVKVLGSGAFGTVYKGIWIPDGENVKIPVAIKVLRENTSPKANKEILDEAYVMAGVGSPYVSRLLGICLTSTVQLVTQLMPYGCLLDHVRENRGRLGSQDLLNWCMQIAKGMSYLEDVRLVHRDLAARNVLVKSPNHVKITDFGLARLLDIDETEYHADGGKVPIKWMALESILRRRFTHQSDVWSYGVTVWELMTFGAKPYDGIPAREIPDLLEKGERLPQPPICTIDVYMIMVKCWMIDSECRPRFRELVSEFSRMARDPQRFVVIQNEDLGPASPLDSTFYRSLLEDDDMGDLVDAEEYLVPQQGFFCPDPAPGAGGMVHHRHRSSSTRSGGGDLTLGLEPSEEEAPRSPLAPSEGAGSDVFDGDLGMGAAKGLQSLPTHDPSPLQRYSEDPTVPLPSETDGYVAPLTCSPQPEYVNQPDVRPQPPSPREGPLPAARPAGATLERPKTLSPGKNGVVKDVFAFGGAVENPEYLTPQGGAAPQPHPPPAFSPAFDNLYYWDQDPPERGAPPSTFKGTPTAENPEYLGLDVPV
5HT1a ag = 5-HT1a (human) receptor agonism. P08908. CHO 5-HT1a Ga15 NFAT-bla reporter, FRET ratio; 0% basal, 100% maximal reference agonist. activation, % at 10 µM. hit rate 0.56% among 65,000. AID 567;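 active = activation above the screen-wide mean activation plus 3 SD, cut at about 19% in these data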;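 note: 0% = DMSO wells and 100% = 5-CT at EC100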
D1 mod = D1 dopamine receptor (human) allosteric modulation | hit rate 5.9% among 58,000 | HEK293 D1, CRE-luciferase, dopamine EC30 potentiation; actives deviate in either direction | B-score at 10 µM;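 active = luminescence count or its row- and column-corrected plate score outside the 99.7% band of the plate's sample wells, on either side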
NADH enzymes = inhibition of NAD/NADH coupling enzymes, library profiling. coupled PK/LDH NADH assays, four targets. IC50, µM (titrated, usually from 10 µM), inactives show top-dose inhibition. hit rate 0.02% among 65,000;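 active = single-dose screening hits from any of four coupled enzyme assays that gave an IC50 when retested across doses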;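 note: the DPM-DC format reads NADH fluorescence rather than 340 nm absorbance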
M1 antag = M1 muscarinic receptor (rat) antagonism. hit rate 3.4% among 64,000. P08482. B-score at 10 µM. CHO-M1 cells, Fluo-4 calcium, ACh EC80 antagonist mode; stronger effect = lower value. AID 628;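 active = calcium fluorescence response, raw or row-and-column corrected B-score, differing from the plate sample mean either way at a set confidence level, mostly lower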
An asterisk follows results filed as active; / = no result given; [ ] = remark or other dose.

SMILES	M1 agonist	Ec RNAP inh	Autofluor 339	Hsp90 block	Her2 expr inh	5HT1a ag	D1 mod	NADH enzymes	M1 antag
CC(C)c1ccc(S(=O)(=O)N2CCN(CCC(=O)Nc3ccc(N(C)C)cc3)CC2)cc1	0.41	6	1	2	94	2.9	0.39	10%	-0.29
O=C(CC(C(=O)N1CCc2ccccc21)n1ccnc1)NCC1CCCO1 (centres undefined)	-0.43	-3	1.1	1	127	-4.4	0.37	4%	0.89
O=C(CN1CCN(S(=O)(=O)c2ccc(Br)cc2)CC1)Nc1ccc2c(c1)OCCO2	0.47	2	1.1	-1	110	0.1	/	1%	-0.73
O=c1[nH]c(SCc2ccc(F)cc2)nc2c1cnn2-c1ccc(F)cc1	0.97	3	1	-1	84	-1.3	0.084	1%	0.65
Cc1c(Cl)cccc1Nc1ccccc1C(=O)O	0.48	7	1	-2	106	-3.0	-0.45	2%	0.043
c1ccc(-c2cc3c(-n4cccc4)ncnc3o2)cc1	-0.13	4	3.2*	-3	70	-0.1	2.7	2%	-0.91
CCC(=O)N1CCN(c2ccccc2NC(=O)COc2cccc(C)c2)CC1	2.6	-3	1.1	-2	75	-1.3	1.2	3%	-0.6
COCc1nnc(NC(=O)CSc2ccccc2)s1	0.87	-3	1.1	-7	73	-1.3	-0.17	3%	-0.068
CCOc1ccc2[nH]c(=O)c(C(c3nnnn3CC3CCCO3)N3CCc4ccccc4C3)cc2c1 (centres undefined)	-0.67	1	1.9	-11	111	-0.9	-1.6	8%	0.034
CCN(CC)S(=O)(=O)c1ccc2c(c1)nc(SCc1nc3ccsc3c(=O)[nH]1)n2CC	-0.52	/	1.1	-2	103	5.5	1.8	2%	-0.82
Cc1ccccc1S(=O)(=O)Cc1ccc(C(=O)NCCCN2CCN(C)CC2)o1	-0.16	7	1.1	2	107	0.4	-0.53	8%	-0.023
O=C(Nc1ccon1)C1CCN(S(=O)(=O)c2cccs2)CC1	/	10	1.1	-9	82	-4.2	0.49	3%	/
COc1ccc(C2C=C(c3ccccc3)Nc3nnnn32)cc1 (centres undefined)	-0.87	-10	1.1	1	82	-0.9	0.68	8%	0.018
Cc1ccc2c(c1)c1ncnc(N3CCN(c4ccccc4)CC3)c1n2C	0.42	4	1.9	-8	90	3.4	-0.49	2%	-0.22
Cc1ccc(-c2nc(C#N)c(NCc3cccc4c3OCO4)o2)cc1	0.2	-1	2.6*	0	300	-4.3	1.6	1%	-0.44
CCOCCCNC(=O)C(c1ccc(C)cc1)N(Cc1ccc2c(c1)OCO2)C(=O)CNC(C)=O (centres undefined)	-0.0094	-4	1.1	/	104	2.2	0.28	5%	-0.65
COc1ccc(N2Cc3cccc(C(=O)N4CCN(C(=O)c5ccco5)CC4)c3C2=O)cc1	0.15	0	1.1	-8	88	-1.4	0.31	5%	0.94
Cc1ccc(NC(=O)C2CCCN(S(=O)(=O)c3c(C)noc3/C=C/N(C)C)C2)cc1F (centres undefined)	0.26	6	1.1	-1	48	-0.4	-0.68	0%	0.29
COc1ccc2nc(NC(=O)c3ccc4ncsc4c3)sc2c1	-0.51	10	2.2*	1	58	5.4	0.0063	1%[fluoresces]	0.98
COCCCNCCOc1cc(C(C)C)ccc1C	-0.14	-5	1.1	0	107	2.0	-1.4	8%	-2.3*
O=C(Cn1c(CC(=O)N2CCCC2)nc2ccccc21)NCc1ccccc1	-0.033	1	1.1	-2	95	0.7	0.062	7%	-0.031
C=CCOc1cccc(C2/C(=C(/O)c3ccc(F)cc3)C(=O)C(=O)N2CCN2CCOCC2)c1 (centres undefined)	-0.65	-2	1	-8	110	0.3	-0.18	8%	1.2
O=S(=O)(c1cccc(-c2nnco2)c1)N1CCCC1	-0.14	8	0.96	91*	68	-3.8	-0.53	4%	0.11
CCN1CCN(C(c2cccs2)C(C)NC(=O)c2cccnc2)CC1 (centres undefined)	-0.086	-4	1.1	-1	101	-0.9	-4.4*	6%	-1.4*
Cc1ccc(S(=O)(=O)CC(=O)N2CCCC2)cc1	0.28	7	1.1	2	111	-1.6	1.5	1%	-0.26
Cc1noc(NS(=O)(=O)c2ccc(NC(=O)CSc3ncccn3)cc2)c1C	1	3	1	-3	88	-0.5	0.036	2%	0.35
O=S1(=O)CCN2C(=N1)Sc1c2ccc2c1CCCC2	-0.049	1	1.1	32	203	1.0	0.66	11%	-0.25
CCOC(=O)c1c(-c2cccs2)csc1NC(=O)CSc1ncn[nH]1	-0.39	4	1.1	-5	49	-1.5	3.3*	7%	-2.7*
CCOC(=O)Nc1ccc2ncn(C)c(=O)c2c1	-0.34	6	1.1	-3	106	0.8	/	2%	-1.1
CC1CCN(c2ncnc3c2cnn3Cc2ccc(Cl)cc2)CC1	-0.66	9	1.1	0	138	3.0	/	2%	0.21
CCCc1nc2c(o1)CC(CC(C)SCC)CC2=O (centres undefined)	-0.73	9	1.1	2	89	-3.5	1.5	4%	-0.88
CCNc1nc(N)nc(Oc2ccc(C(=O)OC)cc2)n1	0.069	8	1.1	-4	93	-2.6	2.4	4%	0.0086
O=C(OCc1nc2ccccc2s1)c1ccc(Br)s1	/	5	1.1	-7	46	-1.4	/	0%	/
N#Cc1c(NC(=O)c2cc(C3CC3)on2)sc2c1CCC2	-0.18	4	0.99	-7	85	-1.2	-0.34	4%	0.57
CCOC(=O)c1cnc(SCC(=O)Nc2nnc(CC)s2)nc1N	0.25	3	1.1	-3	81	-3.1	-0.49	1%	0.36
CCCn1nc2ccccc2c1P(=N)(N1CCOCC1)N1CCOCC1	1.4	2	1.1	/	123	-0.2	-0.2	5%	-0.73
COc1ccc(Cc2nc3ccc(S(N)(=O)=O)cc3[nH]2)cc1OC	0.42	3	1.1	2	53	1.1	-0.11	5%	-2.9*
COCCOC(=O)c1c(C)oc2ccc(NS(=O)(=O)c3ccccc3)cc12	-0.2	10	1.1	-1	106	-1.4	2.8	7%	0.008
COc1ccc(C2NC(=O)CS2)cc1OC (centres undefined)	0.027	2	1.1	-2	117	-2.4	5.8*	6%	-0.16
Cc1cc(O)c(-c2cc(C(=O)NCc3ccc4c(c3)OCO4)[nH]n2)cc1C	1.4	/	1.1	2	73	-0.3	-0.21	0%	-0.081
COc1ccc(S(=O)(=O)Nc2ccc3c(c2)COC3=O)cc1OC	-0.0031	1	1.1	0	92	-2.6	0.62	3%	0.0054
O=C(c1ccccc1)c1ccc(OC(=O)N2CCCC2)cc1	-2.3*	3	1.1	-6	129	0.1	/	1%	-0.58
CCN1CCN(C(=O)CN(c2cc(OC)ccc2OC)S(C)(=O)=O)CC1	-0.57	6	1	-1	85	-0.9	-0.25	3%	-1.4
COc1ccc(C)cc1S(=O)(=O)N1CCN(Cc2ccccc2)CC1	-0.5	9	1.1	0	93	-0.5	-0.0098	4%	-0.058
CCOC(=O)Cn1c(=O)c2c(nc3n2CCCCN3c2ccc(C)cc2)n(C)c1=O	0.34	4	1.1	-3	166	-1.6	0.36	6%	0.33
C=CCOc1ccccc1CNn1nnnc1N	-0.17	2	1.1	-3	62	-2.2	1.2	5%	-0.82
Cn1c(=O)cc(OCCCC(=O)NCCCN2CCN(Cc3ccccc3)CC2)c2ccccc21	0.44	9	1.1	-3	102	-2.2	-0.46	5%	-0.59
Cc1cc(C)cc(-n2nnc(C(=O)NCc3ccc(Cl)cc3)c2N)c1	-0.37	-1	1.1	-2	68	-1.9	0.082	1%	1.1
CCOC(=O)C(CC)Sc1nc2c(c(=O)[nH]c(=O)n2C)n1CCc1ccccc1 (centres undefined)	-0.068	6	1.1	-3	112	3.5	0.14	4%	0.021
O=C1NCCN1Cc1cccc(Cl)c1	-0.23	9	1.1	-1	105	28*	-0.047	7%	0.082
CC(=O)C1=C(O)C(=O)N(CCN2CCOCC2)C1c1ccc(N(C)C)cc1 (centres undefined)	-0.5	-6	1.2	-6	70	-3.0	-0.63	5%	0.47
CCOC(=O)CSc1nc2c(sc(=S)n2Cc2ccco2)c(=O)n1-c1ccc(F)cc1	0.2	5	1.1	-2	106	0.5	2.3	3%	-1.3
O=C(c1ccc(S(=O)(=O)N2CCOCC2)cc1)N(Cc1ccco1)Cc1cccs1	0.43	8	1.1	0	75	-3.5	-0.22	8%	-1.2
CC(C)OCCCNC(=O)Cn1nc(-c2ccccc2)ccc1=O	1.6	-1	1.2	0	99	-1.3	-1.5	4%	-0.013
CCOC(=O)COc1nc(OC)nc(N2CCOCC2)n1	/	-5	1.1	3	84	-2.9	-4.8	7%	/
Cc1cccc(OCCCC(=O)Nc2ccc(S(=O)(=O)Nc3onc(C)c3C)cc2)c1C	-0.59	2	1.1	-11	62	-0.5	0.53	6%	0.026
O=C1CCCC/C1=C\Nc1ccc(O)cc1	0.0073	5	0.99	4	111	-1.9	-0.097	9%	1.4
COC(=O)C1=C(C)Nc2ncnn2C1c1ccc(OCc2ccccc2)cc1 (centres undefined)	0.25	-1	1.1	-4	96	0.7	-0.23	1%	-0.17
CCOc1cc(-c2noc(-c3cccnc3)n2)ccc1OC	0.27	9	1.1	3	131	1.8	19*	6%	-0.082
CC1CCCC(NC(=O)COC(=O)Cc2cn3ccsc3n2)C1C (centres undefined)	-1.2	7	1.1	-2	91	2.0	-0.18	6%	-0.74

The listing continues:
SMILES	M1 agonist	Ec RNAP inh	Autofluor 339	Hsp90 block	Her2 expr inh	5HT1a ag	D1 mod	NADH enzymes	M1 antag
Oc1ccc(CNc2ccccc2)c2cccnc12	0.11	3	1.1	4	55	-1.1	-0.068	4%	-0.34
COc1cccc(-c2cc(C(=O)NCc3ccco3)no2)c1	0.054	7	1.1	3	81	-0.9	/	6%	0.42
CCOc1ccc(-n2c(SCc3ccc(C#N)cc3)nnc2-c2cccnc2)cc1	0.16	9	1	1	130	-0.9	/	5%	0.6
C=CCOC(=O)C1=C(C)NC(C)=C(C(=O)OCC=C)C1c1ccc(O)cc1	0.3	4	1.7	0	93	4.2	-0.68	6%	0.3
CCOc1ccc(C2/C(=C(/O)c3ccc(F)cc3)C(=O)C(=O)N2CCCN(C)C)cc1 (centres undefined)	0.79	9	1.1	-8	115	2.3	/	5%	0.38
CCOC(=O)/C=C1\SCC(=O)N1CC(O)CN1C(=O)CS/C1=C\C(=O)OCC	0.83	/	1	-2	118	-1.0	-0.04	7%	-0.67
O=C(CN1CCOCC1)N1CCN(c2nnc(-c3ccccc3)c3ccccc23)CC1	0.16	5	1.1	-7	95	-2.2	-0.35	2%	-1.1
COc1ccc(Nc2ncnc3c2cnn3Cc2ccccc2)cc1	0.6	9	1.2	/	64	0.1	/	3%	-0.5
O=C(NC1CCCC1)C1c2ccccc2C(=O)N1C1CCCCC1 (centres undefined)	0.5	6	1.1	0	117	-4.8	0.1	5%	0.37
c1ccc2cc3[nH]c(CN4CCOCC4)nc3cc2c1	0.54	/	1.6	-7	280	-3.4	-0.51	0%	0.3
O=C(NC1CCCCCC1)C1CCN(S(=O)(=O)N2CCC3(CC2)OCCO3)CC1	-0.52	8	1.2	-2	85	-1.3	-0.18	0%	-0.1
Cc1c(C(=O)Nc2ccccc2N2CCOCC2)sc2nc3n(c(=O)c12)CCC3	0.83	8	1.1	/	110	-1.1	0.59	3%	-0.061

Bioassay records as filed in PubChem BioAssay.

Compounds were not picked by outcome. About 16% of those tested had a hit in this group.
